Bioassay records as filed in PubChem.
SENP8 block-1 = inhibitors of human SENP8 protease; purified SENP8, Z-RLRGG-aminoluciferin cleavage, luminescence; inhibition, % at 10 µM; 330,000 compounds, 1.2% hits; AID 2540; in the data active = inhibition above about 50%
Target sequence (Q96LD8 whole entry, looked up): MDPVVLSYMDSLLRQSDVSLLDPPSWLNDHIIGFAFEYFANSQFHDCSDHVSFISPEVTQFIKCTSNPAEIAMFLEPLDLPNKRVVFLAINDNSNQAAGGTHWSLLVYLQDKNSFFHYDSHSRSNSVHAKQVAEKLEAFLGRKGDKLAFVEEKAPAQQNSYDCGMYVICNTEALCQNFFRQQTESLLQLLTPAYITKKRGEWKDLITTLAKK
Apaf1 inhib = blocks human Apaf-1 apoptosome activity | O14727 | reconstituted apoptosome caspase-3 activity, DEVD-Rh110 fluorescence | inhibition, % at 20 µM | 330,000 compounds, 0.71% hits | AID 489030; active = inhibition of at least 40% at 20 µM;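 note: plate controls were DMSO wells for no effect and DEVD-CHO caspase inhibitor wells for full effect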
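Assay system: Apoptosome proteins | Medium: pH 7.5 Hepes buffer with CHAPS, BSA, DTT | Also added: Cytochrome c and DEVD-Rh110 substrate | Times: 30 min plus 50 min, RT | Detection: Rhodamine 110 fluorescence at Ex 480/Em 540 nm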
SENP6 inh = blocks the human protease SENP6 | Q9GZR1 | Recombinant SENP6 catalytic domain, aminoluciferin luminescence | inhibition, % at 10 µM | 330,000 compounds, 1.8% hits | AID 2599;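 active = inhibition above about 50% at the single tested dose, limit read from the data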;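 note: plate controls were DMSO wells with enzyme for no effect and DMSO wells lacking enzyme for full effect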
UBC13 inh = human UBC13 polyubiquitination inhibition. inhibition, % at 20 µM. 330,000 compounds, 0.47% hits. P61088. UBC13 polyubiquitin chain formation, TR-FRET; in the data active = inhibition above about 45%, passing the limit was not always enough; inconclusive = no clear call, values can overlap the other calls
Target sequence (P61088 whole entry, looked up): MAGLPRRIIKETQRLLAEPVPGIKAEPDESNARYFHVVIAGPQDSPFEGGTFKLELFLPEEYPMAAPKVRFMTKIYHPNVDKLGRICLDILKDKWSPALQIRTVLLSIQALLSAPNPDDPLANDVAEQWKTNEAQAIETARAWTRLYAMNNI
SENP7 inh = SENP7 protease inhibition; Q9BQF6; recombinant SENP7, Z-RLRGG-aminoluciferin luminescence, 40 min; inhibition, % at 5 µM; 330,000 compounds, 1.5% hits;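 active = inhibition above about 50% at the single test dose, limit read from the data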;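 note: plate controls were DMSO with enzyme for no effect and no enzyme buffer wells for full effect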
Target sequence (Q9BQF6 706-1050 limits assumed): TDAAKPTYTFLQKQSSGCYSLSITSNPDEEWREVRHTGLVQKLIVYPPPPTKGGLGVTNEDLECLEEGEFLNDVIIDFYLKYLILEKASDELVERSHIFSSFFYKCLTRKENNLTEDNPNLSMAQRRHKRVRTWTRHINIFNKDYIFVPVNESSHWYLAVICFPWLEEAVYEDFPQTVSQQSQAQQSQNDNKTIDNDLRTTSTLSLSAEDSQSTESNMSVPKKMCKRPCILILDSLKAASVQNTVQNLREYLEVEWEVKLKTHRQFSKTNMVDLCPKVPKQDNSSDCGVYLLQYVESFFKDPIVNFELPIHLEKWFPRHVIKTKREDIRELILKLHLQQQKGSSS
SENP8 block-2 = SENP8 (human) protease inhibition | Q96LD8 | 360,000 compounds, 0.64% hits | recombinant SENP8, Nedd8 substrate fluorescence | AID 602440 | inhibition, % at 20 µM; in the data active = inhibition mostly above about 40%, no sharp cut-off; inactive = mostly below about 27%
APOBEC3G inh = APOBEC3G (human) deaminase inhibition. Q9HC16. recombinant A3G, ssDNA deamination FAM/TAMRA fluorescence. inhibition, % at 20 µM. 330,000 compounds, 0.28% hits. AID 493012;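 active = inhibition of at least 40% at 20 µM, with no more than 30% in the related APOBEC3A deaminase screen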;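 note: plate controls were DMSO wells with A3G for no effect and wells lacking A3G enzyme for full effect; some compounds called inactive have numbers as strong as hits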
SENP1 FRET inh = SENP1 (human) catalytic domain inhibition; Q9P0U3; recombinant SENP1 catalytic domain, CyPet-SUMO1-YPet FRET cleavage; inhibition, % at 10 µM; 360,000 compounds, 0.21% hits; AID 624204;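 active = inhibition at least 30% at 10 µM, raw YFP signal under a set limit, fluorescence ratio 0.5 to 1.5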;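 note: 0% = enzyme with DMSO and 100% = no enzyme wells; some results filed as inactive read as strong as hits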
Target sequence (Q9P0U3 419-644 limits assumed): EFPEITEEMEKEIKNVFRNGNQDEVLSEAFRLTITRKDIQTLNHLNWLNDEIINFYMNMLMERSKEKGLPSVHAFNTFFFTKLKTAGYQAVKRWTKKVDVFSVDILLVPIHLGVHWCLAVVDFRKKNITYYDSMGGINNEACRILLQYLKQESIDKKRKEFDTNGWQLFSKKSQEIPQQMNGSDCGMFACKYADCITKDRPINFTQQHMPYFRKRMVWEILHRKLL
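System: Recombinant human SENP1 catalytic domain, His6-tagged | Incubation: Enzyme reaction for 50 min at room temperature, dark | Medium: Tris pH 8 with BME, BSA, NP40 and catalase | Also added: 25 nM SUMO1 FRET substrate | Compound: 10 µM single point, 0.5% DMSO | Measured by: FRET fluorescence in CFP and YFP emission channels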
* = called active by the depositor; ? = inconclusive; . = not tested or not shown.

SMILES | SENP8 block-1 | Apaf1 inhib | SENP6 inh | UBC13 inh | SENP7 inh | SENP8 block-2 | APOBEC3G inh | SENP1 FRET inh
CC(=O)NCCOc1nc(N2CCCCC2)nc(N2CCCCC2)n1 | -15 | -6 | 0 | -5 | -2 | -11 | -15 | 1
Cc1ccc(CCNS(=O)(=O)c2ccc3c(c2)C(C)(C)C(=O)N3C)cc1 | -3 | 12 | -6 | 3 | 2 | 11 | 5 | 2
COc1ccc(C(=O)NCCNC(=O)c2ccccn2)cc1 | 2 | 0 | 7 | -9 | 0 | 10 | -6 | 1
Cc1ccc(S(=O)(=O)NC2CC(C)(C)NC(C)(C)C2)c(C)c1C | 6 | -10 | -4 | 5 | 1 | 7 | -6 | 1
CSc1ncccc1C(=O)OCC(=O)C(C)(C)C | -11 | 5 | -17 | -3 | -18 | 7 | -6 | 0
Cc1nn(-c2ccccc2)c(C)c1NC(=O)COC(=O)CC(C)c1ccccc1 (stereo not drawn) | -1 | 10 | -1 | -10 | 5 | 21 | -5 | 3
COc1ccccc1Oc1cc(-n2nc(C)cc2C)ncn1 | 5 | 3 | -3 | 7 | 2 | 0 | -4 | 2
Cc1cc(C)cc(NC(=O)C2CCC(CNC(=O)[C@@H]3Cc4ccccc4CN3)CC2)c1 (stereo partly drawn) | 4 | 10 | -2 | 9 | 4 | 11 | -6 | 1
Cc1cccc(C(=O)O[C@H]2[C@H](C)NS(=O)(=O)[C@H]3CC4C=C[C@]23O4)c1 | -8 | 18 | 2 | -3 | -7 | 10 | -10 | 1
O=C(/C=C/c1cccc(F)c1)OCC(=O)N1CCc2ccccc21 | -1 | -5 | -9 | 8 | 7 | 8 | -6 | -3
CCOc1ccccc1-n1c(=S)sc2c(=O)n(-c3ccc(F)cc3)c(SCC(=O)O)nc21 | 1 | 8 | 6 | -4 | 9 | 8 | -2 | 2
CCOC(=O)C1(CC2CCCCO2)CCN(C(=O)Nc2ccc(C)c(C)c2)CC1 (stereo not drawn) | 0 | 13 | 10 | -7 | 3 | 3 | 4 | -1
CCc1noc(C)c1C(=O)N1CCN(S(=O)(=O)c2cccc(C(F)(F)F)c2)CC1 | -5 | 15 | -7 | 6 | 1 | 10 | 3 | 1
CC(=O)c1cc(-c2ccccc2)n(CCC(=O)NC2CCCC2)c1C | 6 | -21 | 0 | -2 | -6 | 9 | -7 | 3
NNc1nc2cccnc2n(CCNc2ncc(C(F)(F)F)cc2Cl)c1=O | 0 | 6 | -13 | 3 | 4 | -49 | -3 | -14
O=c1c(-c2ccccc2)c(O)cc(-c2ccncc2)n1-c1ccc(Cl)cc1 | -3 | 1 | -11 | 9 | -2 | -289 | -8 | 1
Cn1cnc2c1c(=O)n(Cc1ccc(F)cc1Cl)c(=O)n2C | 1 | -1 | 3 | -4 | 3 | 27 | -3 | 0
FC(F)(F)c1cc(C(F)(F)F)n2nc(-c3sccc3-n3cccc3)cc2n1 | 4 | -1 | 4 | 2 | 4 | 17 | -6 | -3
COc1ccc2nc(SC)cc(C)c2c1 | -3 | -10 | -5 | -1 | 3 | -9 | -9 | -2
O=C(COc1ccccc1Cl)N1CCN(C(=O)c2ccco2)CC1 | -5 | 1 | 2 | 1 | 0 | 3 | -6 | 3
COc1cc([N+](=O)[O-])ccc1NC(=O)NCc1ccccn1 | 8 | 9 | 1 | -12 | 0 | 7 | 2 | 0
COc1ccc(CCNc2ccc(N3C(=O)CC(C)C3=O)cc2[N+](=O)[O-])cc1OC (stereo not drawn) | -7 | -8 | -10 | -31 | -2 | 39 | -4 | 4
O=C(NCc1nc2ccccc2[nH]1)C1=C[C@H](c2ccccc2)C[C@H](OCc2ccc(CO)cc2)O1 | -6 | -127 | -8 | -4 | -2 | 0 | -8 | 1
CCN(C[C@H]1N[C@@](Cc2ccccc2)(C(=O)OC)[C@H]2C(=O)N(Cc3ccccc3)C(=O)[C@@H]12)C(=O)Nc1ccc(C(F)(F)F)cc1 | 7 | 8 | 0 | 6 | -12 | -2 | -7 | 1
CC1CCCN(C(=O)Cn2nnc(-c3ccc(F)cc3)n2)C1 (stereo not drawn) | 5 | 5 | 1 | 9 | 7 | 1 | -1 | -2
COc1ccc(NS(=O)(=O)c2ccc(NC(=O)c3ccc(N(C)S(C)(=O)=O)cc3)cc2)c(OC)c1 | -7 | -7 | -6 | -1 | -6 | 5 | -9 | 1
O=C(COC(=O)Cc1c(Cl)cccc1Cl)Nc1ccccc1-c1ccccc1 | -3 | 18 | 4 | 11 | -3 | 30 | -1 | 0
c1ccc(-c2nnc3n2CCCC3)cc1 | 4 | -1 | -4 | -1 | 0 | 23 | -2 | -1
Cc1ccc2nc(N3CC(C)OC(C)C3)nc(-c3ccccc3)c2c1 (stereo not drawn) | -4 | 15 | -7 | 8 | -18 | -275 | -2 | -22
CC(C)(C)c1ccc(/C=N/NC(=S)NCc2ccccc2)cc1 | -10 | 18 | 1 | 2 | -1 | 21 | -3 | 1
CC(C)c1nnc(NC(=O)CCC(=O)Nc2ccc(Cl)cc2)s1 | 6 | -32 | 21 | ? | -4 | 10 | 1 | 0
Cc1nnc(SCC(=O)NC2CC2)n1CCc1ccccc1 | 7 | -5 | 0 | 5 | -2 | 19 | 3 | 2
CC(C)COC(=O)Cn1cnc2ccc(Br)cc2c1=O | -5 | 5 | -9 | 1 | 2 | 20 | 0 | 0
COC(=O)[C@@]1(Cc2ccc(F)cc2)[C@H]2c3cc(C(=O)N4CCCC4)n(CCc4c[nH]c5ccc(OC)cc45)c3C[C@H]2CN1C(=O)c1ccccc1 | -1 | 20 | -11 | 0 | 2 | . | -1 | .
CCOc1ccc(S(=O)(=O)NCCCn2ccnc2)cc1NC(C)=O | 0 | -10 | 4 | -5 | 3 | -4 | -5 | 0
Cc1nnc(SCC(=O)N(C)C2CCCCC2)n1C | 8 | -11 | 0 | -3 | 3 | 8 | -8 | 0
CNC(=S)N(CCCn1ccnc1)Cc1c(F)cccc1Cl | -3 | 10 | -14 | 3 | 3 | 3 | -10 | -1
COc1cccc(NC(=O)NC2CCN(Cc3nnnn3Cc3ccc(F)cc3)CC2)c1 | 1 | -2 | -17 | 9 | 1 | 19 | -1 | -1
S=C1N(c2ccccc2)C(c2ccc(Br)cc2)N2CCCN12 (stereo not drawn) | -3 | -4 | -11 | -8 | 15 | 18 | -1 | 2
Nc1ccc(C(=O)OCC(=O)Nc2cccc(S(=O)(=O)NC3=NCCCCC3)c2)cc1[N+](=O)[O-] | 1 | 0 | 3 | 2 | 5 | 15 | -3 | 0
Cc1cc(Nc2ccc(F)cc2Cl)n2ncnc2n1 | -11 | -1 | -19 | -1 | 10 | 14 | -6 | 2
S=C(Nc1ccc2c(c1)OCO2)N1CCCC1 | -3 | 4 | 0 | 0 | -5 | 0 | -5 | 0
CN(C)S(=O)(=O)c1ccc(N2CCCC2)c(C(=O)NCC2CCCCC2)c1 | -6 | 11 | -27 | -9 | -16 | -6 | -9 | 1
O=C(CSc1nnc2ccccn12)Nc1ccc(N2CCOCC2)cc1 | -5 | 5 | -28 | -12 | -9 | 11 | -7 | 0
COc1ccc(C(=O)n2nc(C)cc2Nc2ccccc2)cc1 | -9 | 8 | -29 | -3 | -7 | 17 | -8 | 6
CN(C1=NS(=O)(=O)c2ccccc21)c1ccc(OC(=O)c2ccncc2)cc1 | 0 | 1 | 17 | 29 | -1 | 6 | -4 | 3
CN(C)CCNC(=O)Cc1ccc([N+](=O)[O-])cc1 | -8 | -2 | 3 | 7 | -4 | 9 | -7 | 4
Cc1cccc(C2c3[nH]c4ccccc4c3CCN2C(=O)Cc2n[nH]c(C)n2)n1 (stereo not drawn) | -5 | 1 | -10 | -16 | -9 | -11 | -4 | -17
Cc1noc(C)c1CSc1nnc(-c2cc(Cl)ccc2Cl)n1N | 6 | 9 | 16 | 2 | 18 | -11 | 2 | 3
O=C1C(=O)N(Cc2ccco2)C(c2cccc(Cl)c2)/C1=C(\O)c1ccc2c(c1)OCCO2 (stereo not drawn) | -8 | 22 | -10 | -29 | -3 | 6 | 1 | 0
COc1ccccc1-c1sc2cc3c(cc2c1-c1ccc(O)cc1)OCO3 | 8 | 9 | 8 | 6 | -1 | -175 | -5 | 1
Cc1nc2nc(C)c(CCC(=O)Nc3ccc4c(c3)OCO4)c(C)n2n1 | 2 | -12 | -1 | 5 | -5 | 8 | 0 | 0
COc1ccc(OC)c(C2C(C#N)=C(N)Oc3cc(N)ccc32)c1 (stereo not drawn) | -2 | -4 | 3 | 12 | 4 | -135 | -4 | -23
COc1ccc(S(=O)(=O)NCc2ccc(F)cc2)cc1OC | -7 | -8 | -4 | 10 | -2 | 2 | -14 | 3
Cc1ccc(NC(=O)N2CCC(NC(=O)c3ccco3)CC2)cc1 | -8 | 10 | -17 | -9 | -9 | 0 | -12 | -1
CC1CCCCC1NCc1cccc([N+](=O)[O-])c1 (stereo not drawn) | -1 | -11 | -2 | 7 | -3 | 4 | -4 | 1
COc1ccc(NS(=O)(=O)c2cc3c(cc2C)NC(=O)CO3)c(OC)c1 | -10 | 9 | 0 | -9 | -16 | 8 | -13 | -2

A second format for 3 compounds above.
mol	SENP8 block-1	Apaf1 inhib	SENP6 inh	UBC13 inh	SENP7 inh	SENP8 block-2	APOBEC3G inh	SENP1 FRET inh
CN(C)S(=O)(=O)c1ccc(N2CCCC2)c(C(=O)NCC2CCCCC2)c1	-6	11	-27	-9	-16	-6	-9	1
O=C(CSc1nnc2ccccn12)Nc1ccc(N2CCOCC2)cc1	-5	5	-28	-12	-9	11	-7	0
COc1ccc(C(=O)n2nc(C)cc2Nc2ccccc2)cc1	-9	8	-29	-3	-7	17	-8	6

Sorted by SMILES length (highest first): part of the list above
SMILES | SENP8 block-1 | Apaf1 inhib | SENP6 inh | UBC13 inh | SENP7 inh | SENP8 block-2 | APOBEC3G inh | SENP1 FRET inh
O=C1C(=O)N(Cc2ccco2)C(c2cccc(Cl)c2)/C1=C(\O)c1ccc2c(c1)OCCO2 (stereo not drawn) | -8 | 22 | -10 | -29 | -3 | 6 | 1 | 0
CN(C)CCNC(=O)Cc1ccc([N+](=O)[O-])cc1 | -8 | -2 | 3 | 7 | -4 | 9 | -7 | 4
CC1CCCCC1NCc1cccc([N+](=O)[O-])c1 (stereo not drawn) | -1 | -11 | -2 | 7 | -3 | 4 | -4 | 1

One compound at a time, from the list above.
Listed for Cc1nc2nc(C)c(CCC(=O)Nc3ccc4c(c3)OCO4)c(C)n2n1 = SENP8 block-1 = 2; Apaf1 inhib = -12; SENP6 inh = -1; UBC13 inh = 5; SENP7 inh = -5; SENP8 block-2 = 8; APOBEC3G inh = 0; SENP1 FRET inh = 0
Listed for Cc1cccc(C2c3[nH]c4ccccc4c3CCN2C(=O)Cc2n[nH]c(C)n2)n1 (stereo not drawn) = SENP8 block-1 = -5; Apaf1 inhib = 1; SENP6 inh = -10; UBC13 inh = -16; SENP7 inh = -9; SENP8 block-2 = -11; APOBEC3G inh = -4; SENP1 FRET inh = -17
